# CCT modulator = cytosolic chaperonin activity modulation; purified chaperonin ATPase assay, HTRF ADP detection, 30 min; activity change, % (test concentration not listed), hits read low; hit rate 0.3% among 360,000; in the data active = activity change below about -30%; also: % is scaled to controls: 0 for no effect and ±100 for the full control effect
#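 TRiC at 40 or 20 nM final (batch-dependent) in 30 mM Tris pH 7.4, 100 mM KCl, 5 mM MgCl2, 1 mM DTT, with compound at single 76 uM and 10 uM ATP, 30 min at 37 deg C. ADP detected by HTRF Transcreener, 665/615 ratio.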
# DRD3 antagonist = blocks the human D3 dopamine receptor. P35462. D3R cells, DiscoveRx beta-arrestin luminescence, antagonist mode; stronger effect = lower value. max response, negative = inhibition, %. hit rate 2.5% among 360,000. AID 652054; in the data active = max response below about -50%; inconclusive = no clear call, values can overlap the other calls; also: % is scaled to controls: 0 for no effect and ±100 for the full control effect; mostly tested at two doses, the higher about 12 µM
# Target sequence (P35462 whole entry, looked up): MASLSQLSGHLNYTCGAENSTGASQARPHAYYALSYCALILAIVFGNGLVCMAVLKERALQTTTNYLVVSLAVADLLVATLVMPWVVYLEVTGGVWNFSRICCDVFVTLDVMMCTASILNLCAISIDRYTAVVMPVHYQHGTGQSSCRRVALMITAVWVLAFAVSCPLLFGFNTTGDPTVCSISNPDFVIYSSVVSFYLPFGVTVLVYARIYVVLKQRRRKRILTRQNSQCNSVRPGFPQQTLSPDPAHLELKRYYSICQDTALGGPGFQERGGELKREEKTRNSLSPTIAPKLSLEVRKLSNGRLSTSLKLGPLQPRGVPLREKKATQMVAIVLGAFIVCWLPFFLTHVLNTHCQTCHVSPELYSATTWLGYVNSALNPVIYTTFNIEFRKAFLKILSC
#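 Cells plated overnight at 1500 cells/well, then exposed to library compounds with dopamine controls for 90 minutes at 37 degrees C. DiscoveRx reagent added for 30–60 minutes at room temperature; luminescence read, quantitative HTS format.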
# EPAC2 antag = blocks human EPAC2 exchange factor; EPAC2 GEF exchange of Rap1B-BODIPY-GDP, fluorescence; Potency, µM (doses to about 114 µM), for inactives: at the top dose activity, negative = inhibition, usual class: inhibitors; hit rate 0.18% among 360,000; also: potency is read from the fitted curve at half-maximal effect; % is scaled to controls: 0 for no effect and ±100 for the full control effect; nearly all actives have a fitted effect of over 45% in size; many of its hits are not listed in these tables
# EPAC2 ag = agonists of human EPAC2 (RAPGEF4); Q8WZA2; EPAC2 activation, biochemical qHTS; response scale: 100% = 6.5 mM cAMP response; Potency, µM (top dose mostly 154 µM), for inactives: top-dose activation, usual class: activators; hit rate 0.079% among 360,000; also: potency is read from the fitted curve at half-maximal effect; nearly all actives have a fitted effect of over 50% in size
#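 Exchange assay: 100 nM EPAC2 with 250 nM Rap1B-BODIPY-GDP and 50 uM GDP. Fluorescence (ex 480/em 540 nm) read every 5 min for 30 min at room temperature. Data normalized to 6.5 mM cAMP as agonist control.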
# PTHR1 agonist = PTHR1 (human) receptor agonism. HEK293 GP2 PTHR1 cells, GloSensor cAMP luminescence, 1 h. Q03431. hit rate 0.075% among 410,000. Potency, µM (titrated, usually from 115 µM), without a hit: at the top dose activation, actives largely listed as activators; also: potency is read from the fitted curve at half-maximal effect; nearly all actives have a fitted effect of over 55% in size; some results filed as inactive show a strong effect at the top dose; inactives centre near -15; many of its hits are not listed in these tables
# Target sequence (Q03431 whole entry, looked up): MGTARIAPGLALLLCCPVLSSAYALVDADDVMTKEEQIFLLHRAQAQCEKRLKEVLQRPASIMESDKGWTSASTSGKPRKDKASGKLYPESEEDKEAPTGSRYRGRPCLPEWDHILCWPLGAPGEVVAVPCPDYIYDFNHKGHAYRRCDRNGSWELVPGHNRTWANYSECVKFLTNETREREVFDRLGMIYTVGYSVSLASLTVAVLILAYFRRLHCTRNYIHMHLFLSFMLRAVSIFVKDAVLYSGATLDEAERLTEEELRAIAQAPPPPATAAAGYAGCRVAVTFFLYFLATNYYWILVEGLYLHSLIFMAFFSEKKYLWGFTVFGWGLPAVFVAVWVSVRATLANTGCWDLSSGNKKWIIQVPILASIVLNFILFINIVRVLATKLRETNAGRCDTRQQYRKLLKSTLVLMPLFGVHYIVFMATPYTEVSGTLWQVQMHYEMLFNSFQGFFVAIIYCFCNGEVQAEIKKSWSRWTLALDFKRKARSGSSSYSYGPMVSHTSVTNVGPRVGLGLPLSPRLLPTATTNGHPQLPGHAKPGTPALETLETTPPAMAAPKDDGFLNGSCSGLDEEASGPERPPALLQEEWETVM
#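 HEK-293-derived GP2 cells expressing PTHR1 and a GloSensor cAMP reporter, 3,000/well, plated overnight, given luciferin plus IBMX (each 0.5 mM as added) for 1 h at 37 °C, then compound for 1 h at 37 °C. Luminescence was read after 15 min at room temperature.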
# Mm-Cpn inhibitor = inhibitors of Methanococcus maripaludis chaperonin (MmCpn); AID 504842; purified Mm-Cpn ATPase, ADP Transcreener TR-FRET; Potency, µM (series often up to 76.9 µM), for the others: at the highest dose activity, negative = inhibition, actives largely listed as inhibitors; hit rate 0.031% among 330,000; also: potency is read from the fitted curve at half-maximal effect; % is scaled to controls: 0 for no effect and ±100 for the full control effect; nearly all actives have a fitted effect of over 80% in size
#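 Compound-treated chaperonin, 25 nM final, turns over 10 uM ATP at 37°C for 30 min following a 10 min preincubation; ADP generated competes with ADP-d2 for Eu-cryptate antibody, lowering FRET.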
# D3 ag = D3 dopamine receptor (human) agonism. P35462. D3R DiscoveRx beta-arrestin cells, luminescence, 90 min. max activation, %. hit rate 0.58% among 410,000; in the data active = max activation above about 30%; also: 0% is about no effect; mostly tested at two doses, the higher about 12 µM
#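 Cells at 1500/well, incubated overnight, then treated with pinned compounds (dopamine as control) for 90 min at 37 degrees C. DiscoveRx reagent added for 30 - 60 minutes at room temperature; luminescence read.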
# pAkt inh = inhibitors of Akt phosphorylation | Neuro2A IGF-stimulated pAkt S473 HTRF, 20 min; stronger effect = lower value | activity change, % for hits at 50 µM | hit rate 0.32% among 360,000; in the data active = activity change below about -80%; inconclusive = mostly about -51% to -80%; also: % is scaled to controls: 0 for no effect and ±100 for the full control effect
#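 Single-point screen (50 µM final compound) in Neuro2A cells stimulated 20 min with 6 nM IGF at 37 deg C. After lysis, Ser473-phosphorylated Akt read by HTRF (ex 330 nm, em 615/665 nm) as the 665/615 ratio.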
# Active calls of the source: *; i = inactive; ? = inconclusive; nt = not tested or not shown; & = joins results of further samples; [ ] = dose if it differs, or a comment. Unless noted, calls follow the shape of the dose curve; as a rule, active = well fitted curve in the direction sought with a large enough effect; inconclusive = small, poorly fitted or top-dose-only effect, or another doubt; inactive = no such curve, though single readings can be large; an effect the other way counts as inactive or inconclusive. The list is partial, so the mix of outcomes need not match the whole.
no.	canonical_smiles	CCT modulator	DRD3 antagonist	EPAC2 antag	EPAC2 ag
1	COc1cc(/C=N/NC(=O)c2ccc(CSc3nc4ccccc4[nH]3)cc2)ccc1O	2.0	13	2%	-2%
2	COc1ccc(S(=O)(=O)N(C)C[C@H]2OCCCC[C@@H](C)Oc3ccc(N(C)C)cc3C(=O)N([C@H](C)CO)C[C@@H]2C)cc1	-2.5	-20	-16%	2%
3	CC(=O)N(C(C)=O)c1ncn(C)c1S(=O)(=O)Nc1ccccc1	0.3	-10	1%	0%
4	CCOc1ccc(OCc2ccc(C(=O)Nc3cccnc3)o2)cc1	0.7	24	-6%	4%
5	COc1ccc(CN2CCC(=O)N([C@H](CO)c3ccccc3)CC2)cc1OC	0.1	-4	6%	5%
6	CN(C(=O)COC(=O)COc1ccc(N(C)S(=O)(=O)c2ccc(Cl)cc2)cc1)c1ccccc1	1.9	-7	16%	16%
7	CC(C)C(=O)N1CCC(CN=Cc2c(O)n(C3CCCCC3)c(=O)n(C3CCCCC3)c2=O)CC1	-1.4	-1	-21%	-3%
8	CCOC(=O)c1sc(NC(=O)Nc2ccc(Cl)cc2)cc1C	0.4	12	-5%	-6%
9	CCOC(=O)N1CCN(S(=O)(=O)c2ccc(Br)s2)CC1	-1.3	0	1%	-5%
10	C#CCOCCOCCOCCNc1nc(N2CCN(C(=O)C(Cc3cc4ccccc4[nH]3)n3cc(C(N)C(C)CC)nn3)CC2)nc(N2CCN(C(=O)C(Cc3cc4ccccc4[nH]3)n3cc(C(N)C(C)CC)nn3)CC2)n1 (centres undefined)	-1.8	?	2%	30%
11	Cc1nnc(SCc2ccccc2)[nH]c1=O	1.0	-16	1%	4%
12	Cc1cc(C(=O)CN2C(=O)NC3(CCCCC3)C2=O)c(C)n1C	-1.7	-1	7%	8%
13	Cc1noc(C(=O)Nc2cc(Cl)ccc2O)c1Cl	-0.4	-12	2%	8%
14	COc1cccc(O[C@@H]2O[C@@H]3COC(C)(C)O[C@H]3[C@H](O)[C@H]2NC(C)=O)c1	-8.4	23	3%	5%
15	Cc1cccc(N2C(=O)CC(N3CCN(c4ccccn4)CC3)C2=O)c1 (centres undefined)	0.1	6	2%	10%

no.	PTHR1 agonist	Mm-Cpn inhibitor	D3 ag	pAkt inh
1	-21%	-4%	-8	i
2	-23%	nt	-7	i
3	-39%[inhibitor]	nt	6	i
4	5%	-5%	2	i
5	i	2%	-3	i
6	-4%	nt	0	i
7	i	-1%	-2	i
8	-33%[inhibitor]	-3%	5	i
9	i	-3%	2	i
10	i	nt	-5	i
11	-10%	2%	5	i
12	i	-2%	5	i
13	-14%	-3%	-4	i
14	i	0%	4	i
15	i	-3%	-1	i

# Further entries.
no.	canonical_smiles	CCT modulator	DRD3 antagonist	EPAC2 antag	EPAC2 ag
16	Cc1ccc(F)c(NC(=O)CCOc2ccccc2C)c1	-2.3	-5	-14%	9%
17	COc1ccc(NS(=O)(=O)c2cccc(C(=O)N/N=C(\C)c3cccnc3)c2)cc1	1.0	8	17%	0%
18	O=c1c2ccccc2nc(SCc2cn3ccsc3n2)n1-c1ccc(F)cc1	-1.4	7	-9%	0%[15.6 µM]
19	COc1ccc2sc(-c3ccc(SC)cc3)c(C#CC(C)(C)O)c2c1	-19	24	?	6%
20	CCn1cnc2c(cnn2-c2ccccc2)c1=O	-0.8	-3	-9%	10%
21	Cc1ccc2nc(N(CCCN(C)C)C(=O)c3ccco3)sc2c1	2.5	?	-11%	7%
22	O=C(O)C1CCCCN1C(=O)c1ccc(S(=O)(=O)N2CCCCCC2)cc1 (centres undefined)	-0.3	4	-1%	-2%
23	CC1CCCCN1C(=O)CSc1nc2ccsc2c(=O)n1Cc1ccccn1 (centres undefined)	0.3	-13	5%	5%
24	CCCCNC(=O)CCNS(=O)(=O)c1ccc(C)cc1	-0.6	19	-1%	11%
25	Cc1c(NC(=O)c2cc(-c3ccccc3)nc3ccccc23)c(=O)n(-c2ccccc2)n1C	-0.2	7	13%	-2%
26	C/C(=N\N1CCN(C)CC1)c1ccc(OC(F)F)cc1	-1.1	3	-2%	2%
27	CC1CCCC(NS(=O)(=O)c2cccc3nsnc23)C1C (centres undefined)	0.2	-15	-9%	9%
28	C[C@]12CCC(=O)CC1=CCC1C3CC=C(C#N)[C@@]3(C)CC[C@@]12O (some centres undefined)	-5.6	-9	7%	6%
29	Oc1cc(O)cc(-c2cc3ccc(O)cc3o2)c1	0.4	-6	?	0%
30	CCS(=O)(=O)C(=C1NCCO1)S(=O)(=O)CC	-2.3	7	-13%	1%

no.	PTHR1 agonist	Mm-Cpn inhibitor	D3 ag	pAkt inh
16	i	3%	-2	i
17	i	-1%	-4	i
18	i	-2%	3	nt
19	6%	-11%	10	i
20	-10%[57.5 µM]	1%	-12	i
21	-38%	-5%	-11&-14	i
22	-15%	-2%	-14	i
23	i	-2%	12	i
24	-27%[57.5 µM]	0%	3	nt
25	i	2%	8	i
26	i	2%	-3	i
27	-49%[inhibitor]	2%	0	i
28	-24%	1%	-1	i
29	-42%[inhibitor]	nt	1	i
30	-9%[57.5 µM]	0%	-12	i

# Grouped by structure, the compounds so far with a halogen.
no.	canonical_smiles	CCT modulator	DRD3 antagonist	EPAC2 antag	EPAC2 ag
6	CN(C(=O)COC(=O)COc1ccc(N(C)S(=O)(=O)c2ccc(Cl)cc2)cc1)c1ccccc1	1.9	-7	16%	16%
8	CCOC(=O)c1sc(NC(=O)Nc2ccc(Cl)cc2)cc1C	0.4	12	-5%	-6%
9	CCOC(=O)N1CCN(S(=O)(=O)c2ccc(Br)s2)CC1	-1.3	0	1%	-5%
13	Cc1noc(C(=O)Nc2cc(Cl)ccc2O)c1Cl	-0.4	-12	2%	8%
16	Cc1ccc(F)c(NC(=O)CCOc2ccccc2C)c1	-2.3	-5	-14%	9%
18	O=c1c2ccccc2nc(SCc2cn3ccsc3n2)n1-c1ccc(F)cc1	-1.4	7	-9%	0%[15.6 µM]
26	C/C(=N\N1CCN(C)CC1)c1ccc(OC(F)F)cc1	-1.1	3	-2%	2%

no.	PTHR1 agonist	Mm-Cpn inhibitor	D3 ag	pAkt inh
6	-4%	nt	0	i
8	-33%[inhibitor]	-3%	5	i
9	i	-3%	2	i
13	-14%	-3%	-4	i
16	i	3%	-2	i
18	i	-2%	3	nt
26	i	2%	-3	i

# More structures follow:
no.	canonical_smiles	CCT modulator	DRD3 antagonist	EPAC2 antag	EPAC2 ag
31	CC(=O)N1CCOc2ccc(S(=O)(=O)N(C)c3ccc(C)cc3)cc21	2.8	14	-15%	-5%
32	COc1cccc(NC(=O)N2CCN(C(=O)C(Cc3ccc(OC)c(OC)c3)NC(C)=O)CC2)c1 (centres undefined)	-1.4	19	6%	8%
33	CC(C)SCCCOc1ccc(C(C)(C)C)cc1	-2.3	?	0%	?
34	N#CCCN1CCN(C2=NC(=O)/C(=C\c3cccs3)S2)CC1	-2.4	2	0%	4%
35	CCOC(=O)c1ccc(NC(=O)CSc2nc(NC(=O)c3ccccc3)c3c(C)c(C)oc3n2)cc1	-0.6	8	-3%	6%
36	CC1(c2ccc(Cl)cc2)NC(=O)N(CC(=O)N2CCN(S(=O)(=O)c3ccccc3)CC2)C1=O (centres undefined)	0.7	6	0%	2%
37	Cn1nc(C(=O)Nc2nnc(C3CC3)s2)c2ccccc2c1=O	-1.8	-6	2%	11%
38	CCOC(=O)C1(C)C=C(Nc2cccc(OC)c2)C(=O)N1c1ccccc1 (centres undefined)	-1.9	2	2%	11%
39	COc1ccc(C2CC(=O)Oc3c(C(CCN4CCOCC4)c4cc(OC)c(OC)c(OC)c4)c(OC)cc(OC)c32)cc1 (centres undefined)	0.1	0	-27%	15%
40	O=C(NCc1cccc(F)c1)c1cccc2c1C(=O)c1ccc(Cl)cc1S2(=O)=O	-0.3	-24	4%	-4%
41	C=CCn1c(=O)c(C#N)cc2c(=O)n3ccccc3nc21	2.6	5	-3%	-5%
42	COc1ccc(O)c(/C=N/N2CCOCC2)c1	-2.5	9	2%	-2%
43	COCCNC(C)C(=O)Nc1ccc(Br)cc1 (centres undefined)	-0.9	?	11%	6%
44	O=C(CNC(=O)c1cnccc1C(F)(F)F)c1cccc(Cl)c1	0.3	-3	11%	6%
45	Cc1cccc(NC(=O)NNC(=O)c2ccccn2)c1	-0.1	-4	0%	14%

no.	PTHR1 agonist	Mm-Cpn inhibitor	D3 ag	pAkt inh
31	-31%[inhibitor]	0%	-3	i
32	i	1%	10	i
33	i	1%	2	nt
34	i	0%	-6	i
35	-17%[57.5 µM]	-12%	7	i
36	-12%	3%	-11	i
37	-9%	-4%	0	i
38	-13%	-2%	-4	i
39	i	1%	-16	i
40	-46%[inhibitor]	-5%	0	i
41	-10%[57.5 µM]	-5%	4	i
42	i	0%	5	i
43	-16%	-2%	-7	i
44	-9%	2%	-9	i
45	i	-3%	-3	i

# New compounds follow:
no.	canonical_smiles	CCT modulator	DRD3 antagonist	EPAC2 antag	EPAC2 ag
46	COc1c(Br)cc(Br)cc1/C=C1/C(=O)N=C(N)N1C	0.8	-1	0%	6%
47	CC1CSc2nnc(CCc3ccccc3)n21 (centres undefined)	0.3	-21	0%	1%
48	Cc1ccc(S(=O)(=O)N2CCN(C(=O)COC(=O)/C=C/c3ccc(C(F)(F)F)cc3)CC2)c(C)c1	1.4	39	0%	-10%
49	COc1cccc(NC(=O)COc2nc3ccccc3nc2C)c1	-1.5	-7	19%	3%
50	CC1=C(Cl)C2=NS(=O)(=O)CCN2C=C1Cl	-3.7	0	6%	18%

no.	PTHR1 agonist	Mm-Cpn inhibitor	D3 ag	pAkt inh
46	-9%	0%	-1	i
47	-14%	-3%	2	i
48	i	nt	4	i
49	-11%	-1%	-8	i
50	?	-4%	-7	i
